MmCpn inh: Inhibitors of TCP-1 ring complex (TRiC) of Methanococcus maripaludis (MmCpn): qHTS. Chaperonin Mm-Cpn (Methanococcus maripaludis). purified Mm-Cpn ATPase, ADP Transcreener TR-FRET. Potency, µM (series often up to 76.9 µM), for the others: at the highest dose activity, negative = inhibition, actives largely listed as inhibitors. 330,000 tested, 0.031% active; also: potency is read from the fitted curve at half-maximal effect; % is scaled to controls: 0 for no effect and ±100 for the full control effect; nearly all actives have a fitted effect of over 80% in size
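Inhibition of chaperonin ATP hydrolysis is measured as reduced ADP production, detected by competitive TR-FRET in which signal falls with ADP. Final enzyme 25 nM and ATP 10 uM, reacted 30 min at 37°C.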
S2 tox: Viability Counterscreen for Primary qHTS for Inhibitors of ATXN expression. S2 cells (HEK-293 line with an ATXN2-luciferase reporter) viability, CellTiter-Fluor protease fluorescence, 24 h. Potency, µM (titrated, usually from 56.7 µM), hits mostly cytotoxic. 400,000 tested, 0.49% active; also: potency is read from the fitted curve at half-maximal effect; nearly all actives have a fitted effect of over 40% in size
HepG2 tox: qHTS for Inhibitors of TGF-b: Cytotox Counterscreen | 410,000 tested, 0.76% active | HepG2 CAGA-GFP viability, ATP luminescence, 18 h | AID 588856, 2011 | Potency, µM (doses to about 46.1 µM), without a hit: at the top dose activity change, negative = cytotoxicity, actives largely listed as cytotoxic; also: potency is read from the fitted curve at half-maximal effect; some results filed as inactive show a strong effect at the top dose
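HepG2 CAGA-GFP cells (1000/well, DMEM with 1% FBS) received compound, then TGF-beta at 500 pg/mL final, and were incubated 18 hours at 37 degrees C. Viability was read by CellTiter-Glo luminescence. Media-only wells were set as complete cell-killing and DMSO as no toxicity.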
CCT chaperon mod: High-Throughput Screening for Modulators of Cytosolic Chaperonin Activity. AID 651819, 2012. activity change, % (concentration not given with the values), hits read low. 360,000 tested, 0.3% active. purified chaperonin ATPase assay, HTRF ADP detection, 30 min; in the data active = activity change below about -30%; also: % is scaled to controls: 0 for no effect and ±100 for the full control effect
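First, chaperonin was dispensed at 40 nM or 20 nM final depending on batch activity. Next, compounds were pinned at 76 uM and ATP added at 10 uM. After 30 min at 37 °C, ADP detection reagents ran 30 min at ambient temperature.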
pAkt inh: HTS Assay for Inhibitors of Akt Phophorylation: Primary Screen. Neuro2A IGF-stimulated pAkt S473 HTRF, 20 min; active compounds read low. activity change, % for hits at 50 µM. 360,000 tested, 0.32% active; in the data active = activity change below about -80%; inconclusive = mostly about -51% to -80%; also: % is scaled to controls: 0 for no effect and ±100 for the full control effect
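Single-point screen (50 µM final compound) in Neuro2A cells stimulated 20 min with 6 nM IGF at 37 deg C. After lysis, Ser473-phosphorylated Akt read by HTRF (ex 330 nm, em 615/665 nm) as the 665/615 ratio.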
TGFb inhibitor: qHTS for Inhibitors of TGF-b; HepG2 CAGA-GFP TGF-b/SMAD3 reporter, GFP fluorescence, 18 h; TGF-beta stimulated, 500 pg/mL final; Potency, µM (highest dose often 46.1 µM), inactives show top-dose activity, negative = inhibition, hits mostly inhibitors; 410,000 tested, 1.2% active; also: potency is read from the fitted curve at half-maximal effect; % is scaled to controls: 0 for no effect and ±100 for the full control effect; nearly all actives have a fitted effect of over 65% in size
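Inhibition of TGF-beta-driven CAGA-GFP reporter expression in HEPG2 cells is measured by cellular GFP fluorescence after 18 h stimulation with 500 pg/mL recombinant TGF-beta in 1% FBS medium at 37 degrees C.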
Nrf2 activator: qHTS of Nrf2 Activators; 410,000 tested, 0.31% active; Potency, µM (top dose mostly 46.1 µM), inactives show at the top dose activation, actives largely listed as activators; AREc32 ARE-luciferase reporter (MCF7-derived line), luminescence, 24 h; AID 624171, 2012; also: potency is read from the fitted curve at half-maximal effect; % of control where 0% means no effect; nearly all actives have a fitted effect of over 65% in size
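Each well held 1000 AREc32 cells, which were incubated with compound for 24 hr at 37 deg C after overnight attachment, and ARE reporter activity was quantified by firefly luciferase luminescence.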
Nrf2 block: Nrf2 qHTS screen for inhibitors | A549 ARE-Fluc reporter, luciferase luminescence, 18-24 h | Potency, µM (titrated, usually from 46 µM), without a hit: at the top dose activity change, negative = inhibition, hits mostly inhibitors | 360,000 tested, 2.1% active; also: potency is read from the fitted curve at half-maximal effect; % is scaled to controls: 0 for no effect and ±100 for the full control effect; nearly all actives have a fitted effect of over 60% in size
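Reporter: ARE-Fluc in A549. Exposure: 18-24 h, 37 °C, 5% CO2, 5% FBS OPTI-MEM. Readouts: fluorescent cytotoxicity (CellTiter-Fluor), then luminescent Nrf2 signal after BugLite.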
A549 tox: Nrf2 qHTS screen for inhibitors: counterscreen for cytotoxicity; Potency, µM (series often up to 46 µM), inactives show at the highest dose activity change, negative = cytotoxicity, actives largely listed as inhibitors; A549 ARE-Fluc cells, CellTiter-Fluor viability, 18-24 h; 390,000 tested, 0.16% active; also: potency is read from the fitted curve at half-maximal effect; % is scaled to controls: 0 for no effect and ±100 for the full control effect
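A549 ARE_Fluc cells in 5% FBS OPTI-MEM were exposed to compounds in concentration-response for 18-24 h at 37 deg C. Viability was read by CellTiter-Fluor fluorescence (Ex 405/Em 525) after 30 min, before the luciferase read.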
An asterisk follows results filed as active; i = inactive; ? = inconclusive; / = not tested or not shown; & = joins results of further samples. Unless noted, calls follow the shape of the dose curve; as a rule, active = well fitted curve in the direction sought with a large enough effect; inconclusive = small, poorly fitted or top-dose-only effect, or another doubt; inactive = no such curve, though single readings can be large; an effect the other way counts as inactive or inconclusive. Rows were taken by chance; about 4.4% have a hit in one of these screens.

SMILES	MmCpn inh	S2 tox	HepG2 tox	CCT chaperon mod	pAkt inh	TGFb inhibitor	Nrf2 activator	Nrf2 block	A549 tox
O=C(Nc1c(C(=O)c2ccc(F)cc2)oc2ccccc12)c1cc(-c2ccccc2)on1	/	/	-15%	/	/	9%	-0.3%	-21%	3%
COC(=O)c1c(NC(=O)COc2ccc(Cl)cc2C)sc2c1CCCCC2	/	/	9%	/	/	-20%	0.5%	-6%	3%
CCOC(=O)CN1C(=O)C(O)=C(C(C)=O)C1c1ccc([N+](=O)[O-])cc1 (stereo unspecified)	-4%	i	27%	-3.6	i	17%	-0.4%	/	0%
Cc1cc(=O)c2ccccc2s1	0%	i	-6%	-1.2	i	5%	-0.3%	-10%	4%
Cc1ccc(NC(=O)CSCC(=O)Nc2ccc(N3CCOCC3)cc2N2CCOCC2)cc1	-2%	i	6%	-1.2	i	0%	-0.6%	-2%	8%
CC1=C(C(=O)Nc2cccc(C(=O)NC3CCCC(C)C3C)c2)SCCO1 (stereo unspecified)	-2%	i	-10%	0.0	i	2%	-0.8%	?	-6%
N#CC(C#N)=Cc1ccc(OCC(=O)N2CCOCC2)cc1	4%	i	-10%	-0.4	i	-11%	6.1%	1%	2%
CCS(=O)(=O)c1ccc(O)c(NC(=O)COc2ccc(OC)cc2)c1	0%	i	5%	0.2	i	4%	-0.4%	-11%	1%
CC1CCN(S(=O)(=O)c2ccc3c(c2)n(C)c(=O)n3C)CC1	1%	i	1%	-1.7	i	9%	2.6%	?	1%
CCN([C@H](CO)CC(C)C)S(=O)(=O)c1ccccc1	-1%	i	-8%	-1.0	i	-2%	0.6%	11%	11%
CCN(CC)S(=O)(=O)c1ccc(N2CCOCC2)c(NC(=O)COc2ccccc2C)c1	-3%	i	-19%	-1.0	i	-18%	-0.3%	-29%	-1%
COC(=O)C1=C(C)NC(=O)/C1=C\c1cc(C)n(-c2cccc(C)c2)c1C	1%	i	-2%	-0.6	i	6%	2.0%	?	-29%
Cc1cc(NC2CCCCC2)nc(NCc2ccccc2)n1	-1%	?	-112%	-1.4	i	14µM*	0.0%	?	0%
CCOC(=O)CN(C(=O)CSc1nnc(CNc2ccc(C)cc2C)n1CC)c1ccccc1	0%	i	-8%	-0.6	i	9%	0.2%	-4%	3%
CN(C)S(=O)(=O)c1ccc(NC(=O)Cn2ccsc2=N)cc1	1%	?	-10%	0.4	i	-1%	-0.2%	-1%	?
CC(=O)c1ccc(Oc2ncnc(N)c2[N+](=O)[O-])cc1	2%	i	0%	0.9	i	26%	8.8%	-12%	-9%
COc1ccc(C2CCCN2CC(O)COc2ccccc2C(C)C)cc1 (stereo unspecified)	1%	i	-76%	1.9	i	?	4.8%	23%	-3%
O=C1NCC(O)=C1C=NC12CC3CC(CC(C3)C1)C2	0%&2%	i	3%&3%	-0.9&-0.7	i	-21%&40%	0.0%&-1.0%	10%&-6%	1%&2%
COc1ccc(C(=O)n2nc(-c3ccc(Cl)cc3)nc2NCc2ccco2)cc1	/	/	-20%	/	/	-21%	-0.3%	6%	-1%
CCOc1nc(NC(=O)NS(=O)(=O)c2cccc(Cl)c2)nc(-c2ccccc2)n1	2%	i	-12%	-0.8	i	-4%	2.6%	4%	14%
COc1ccc(NS(=O)(=O)c2ccc3nc(COc4cccc5ccccc45)[nH]c3c2)cc1	1%	?	-22%	1.2	i	?	3.4%	?	?
O=C(O)C1CCCN1c1ncccc1[N+](=O)[O-] (stereo unspecified)	2%	i	0%	-1.3	i	5%	-0.3%	0%	-2%
COc1ccccc1N1CCN(C(=O)CN2C(=O)c3ccccc3C2=O)CC1	0%	i	-7%	1.0	i	-6%	0.3%	18%	-2%
O=C(NCc1ccccc1)c1cccc(NC(=O)C2CCCCC2)c1	/	i	4%	-4.9	i	5%	-1.0%	-3%	-4%
Clc1ncccc1-c1nc2ccccc2n1Cc1ccccc1	-2%	i	-26%	-0.9	i	-3%	0.2%	12%	2%
O=C(CCc1nnc(-c2ccsc2)o1)NCc1ccccc1OC(F)(F)F	-4%	i	-2%	1.0	i	8%	12%	9%	-4%
CC1CCN(C(=O)C2CCCCN2S(=O)(=O)c2cccc([N+](=O)[O-])c2)CC1 (stereo unspecified)	-3%	?	-7%	-1.3	i	2%	3.1%	12%	20%
CCc1cc(-c2nc(N)ncc2-c2ccc(Br)cc2)c(O)cc1OC	3%	i	22µM*	-1.3	i	?	2.8%	-7%	8%
NS(=O)(=O)c1ccc(NC(=O)COC(=O)COc2ccc(Br)cc2)cc1	4%	i	-17%	0.6	i	-11%	-0.7%	-4%	6%
CC1Cc2nc(SCC(=O)c3ccccc3)n(Cc3ccccc3)c(=O)c2S1 (stereo unspecified)	-7%	i	2%	-0.8	i	0%	8.8%	?	10%
COc1cc(C2CC(c3cccnc3)=NN2c2ccc(F)cc2)cc(OC)c1OC (stereo unspecified)	0%	/	11%	1.2	i	4%	0.0%	-29%	?
CCCCN(C(=O)Cc1ccc2c(c1)OCCO2)c1c(N)n(CC(C)C)c(=O)[nH]c1=O	-3%	i	2%	0.4	i	-2%	-0.5%	18%	-6%
CCOc1ncccc1C(=O)Nc1ccccc1F	1%	i	5%	-0.7	i	4%	21%	5%	7%
CC(=O)Oc1ccccc1C(=O)Nc1ccccc1	/	i	-15%	/	/	0%	3.4%	20%	0%
Cc1nn(CC(=O)OCC(=O)Nc2cccc(S(N)(=O)=O)c2)c(C)c1[N+](=O)[O-]	2%	i	0%	-2.1	i	1%	-0.8%	12%	1%
CCCCc1ccc(NC(=O)c2ccc3c(c2)CCN3S(=O)(=O)CC)cc1	/	i	-7%	/	/	-27%	6.1%	-4%	1%

Complete entries from above. Screens in order: MmCpn inh, S2 tox, HepG2 tox, CCT chaperon mod, pAkt inh, TGFb inhibitor, Nrf2 activator, Nrf2 block, A549 tox
Clc1ncccc1-c1nc2ccccc2n1Cc1ccccc1 as listed: -2%, i, -26%, -0.9, i, -3%, 0.2%, 12%, 2%
COc1cc(C2CC(c3cccnc3)=NN2c2ccc(F)cc2)cc(OC)c1OC (stereo unspecified) as listed: 0%, /, 11%, 1.2, i, 4%, 0.0%, -29%, ?

Reprinted from above for reference:
SMILES	MmCpn inh	S2 tox	HepG2 tox	CCT chaperon mod	pAkt inh	TGFb inhibitor	Nrf2 activator	Nrf2 block	A549 tox
O=C(Nc1c(C(=O)c2ccc(F)cc2)oc2ccccc12)c1cc(-c2ccccc2)on1	/	/	-15%	/	/	9%	-0.3%	-21%	3%
COC(=O)c1c(NC(=O)COc2ccc(Cl)cc2C)sc2c1CCCCC2	/	/	9%	/	/	-20%	0.5%	-6%	3%
CCOC(=O)CN1C(=O)C(O)=C(C(C)=O)C1c1ccc([N+](=O)[O-])cc1 (stereo unspecified)	-4%	i	27%	-3.6	i	17%	-0.4%	/	0%
Cc1cc(=O)c2ccccc2s1	0%	i	-6%	-1.2	i	5%	-0.3%	-10%	4%
Cc1ccc(NC(=O)CSCC(=O)Nc2ccc(N3CCOCC3)cc2N2CCOCC2)cc1	-2%	i	6%	-1.2	i	0%	-0.6%	-2%	8%

The list continues:
SMILES	MmCpn inh	S2 tox	HepG2 tox	CCT chaperon mod	pAkt inh	TGFb inhibitor	Nrf2 activator	Nrf2 block	A549 tox
Cc1ccc(NC(=O)CSCc2cc(=O)c3ccccc3[nH]2)c(C)c1	/	i	-18%	/	/	?	9.0%	/	4%
CCSc1nnc(-c2ccc(C)cc2)c2ccccc12	-9%	i	1%	1.6	i	0%	9.1%	?	?
Cc1onc(-c2c(Cl)cccc2Cl)c1C(=O)N/N=C(\N)COc1ccc(Cl)cc1	1%	?	-64%	0.9	i	6.3µM*	-0.5%	8.2µM*	-28%
CC(=O)c1c(N2CCN(Cc3ccccc3)CC2)[nH]c(-c2ccccc2)nc1=S	-2%	/	-14%	-2.7	/	?	-0.3%	8%	-14%
COc1ccc(OCC(=O)Nc2cc(S(=O)(=O)N3CCCC3)ccc2Cl)cc1	1%	?	-2%	-0.3	i	-23%	-0.2%	-23%	-1%
CCOc1ccccc1/C=C/c1onc(C)c1S(=O)(=O)N1CCC(C(=O)N2CCCCCC2)CC1	1%	i	9%	-0.8	i	-20%	4.0%	-6%	-5%
CC1(C(=O)NC2CCN(Cc3ccccc3)CC2)CCN1Cc1ccc(OC(F)(F)F)cc1 (stereo unspecified)	/	?	-34%	0.0	i	?	2.4%	/	/
O=C1C2(CCC13COC(c1ccc(O)cc1)OC3)COC(c1ccc(O)cc1)OC2 (stereo unspecified)	-1%	i	-31%	-3.4	i	-4%	-0.4%	?	6%
COc1ccc(Cl)cc1NC(=O)CN(C)C(=O)C1CC(=O)N(Cc2ccc(C)cc2)C1 (stereo unspecified)	0%	i	-8%	-1.6	i	-27%	0.0%	-2%	-2%
Cc1ccc(S(=O)(=O)N2C[C@H]3[C@H]4C(=O)N(c5ccccc5)C(=O)[C@H]4C[C@H](OC(=O)NCc4ccccc4F)[C@@]3(O)C2)cc1	/	i	-18%	0.9	i	-14%	0.1%	/	/
CC(C)c1ccc(/C=N/NC(=O)c2ccccc2Cl)cc1	1%	?	25%	-1.9	i	-13%	3.1%	?	-9%
O=C(Cc1ccc(F)cc1)NCCc1csc2nc(-c3ccc(Cl)cc3)nn12	/	?	-16%	/	/	?	-4.6%	/	-11%
CCOC(=O)c1c(N)sc(C(=O)N2CCCCC2)c1C	-9%	i	-2%	1.5	i	4%	-0.3%	5%	-6%

Source: PubChem BioAssay
